Screening data deposited in PubChem by Johns Hopkins Ion Channel Center.
CHT inh – inhibitors of human choline transporter CHT. Q9GZV3. CHT-expressing cells, membrane potential dye, choline response; stronger effect = lower value. B-score at 10 µM. hit rate 0.86% among 310,000. AID 488975;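 active = B-score over 3 SD under the library average, and starting fluorescence ratio not unusually high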;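 also: choline stimulus applied at its EC90 after an EC20 pre-addition; B-score computed on integrated fluorescence ratio after choline addition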
Target sequence (Q9GZV3 whole entry, looked up): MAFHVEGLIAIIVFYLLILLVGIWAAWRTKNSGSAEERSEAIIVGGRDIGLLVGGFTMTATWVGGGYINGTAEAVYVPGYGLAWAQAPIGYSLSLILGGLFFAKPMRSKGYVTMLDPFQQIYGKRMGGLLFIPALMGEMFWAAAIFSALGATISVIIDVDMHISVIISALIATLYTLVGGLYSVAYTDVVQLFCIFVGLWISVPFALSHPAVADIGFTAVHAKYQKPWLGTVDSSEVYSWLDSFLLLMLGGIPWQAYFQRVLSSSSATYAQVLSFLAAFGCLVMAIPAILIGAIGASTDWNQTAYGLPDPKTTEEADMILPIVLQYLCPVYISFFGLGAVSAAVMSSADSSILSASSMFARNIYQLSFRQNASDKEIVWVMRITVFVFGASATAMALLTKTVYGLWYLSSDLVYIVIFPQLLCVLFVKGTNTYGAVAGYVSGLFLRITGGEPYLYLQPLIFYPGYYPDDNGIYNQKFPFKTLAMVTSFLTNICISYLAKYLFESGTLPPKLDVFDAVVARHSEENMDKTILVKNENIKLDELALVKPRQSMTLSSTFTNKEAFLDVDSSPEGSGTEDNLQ
KCNQ2 block – KCNQ2 potassium channel inhibitors, primary screen, cell-based, CHO-K1, FluxOR thallium flux, B-score (AID 2156). O88943. 20 min; stronger effect = lower value. B-score at 10 µM. hit rate 1.1% among 310,000;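 active = fluorescence ratio B-score at most minus 3 library SDs, with starting brightness B-score within 2 library SDs, cut at about -5.5 in these data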
Kir21 block – Kir2.1 (mouse) channel inhibition; P35561; HEK293-Kir2.1, FluxOR thallium flux fluorescence; stronger effect = lower value; B-score at 10 µM; hit rate 0.85% among 310,000;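 active = fluorescence ratio B-score at or below minus 3 SD of library scores, with starting-brightness B-score within 2 SD, cut at about -4.2 in these data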;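 also: channel flux triggered by added potassium and thallium sulfate stimulus; B-score of peak minus minimum fluorescence over baseline after thallium stimulus; more negative B-score means stronger Kir2.1 block with less thallium influx; some compounds called inactive have numbers as strong as hits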
Target sequence (P35561 whole entry, looked up): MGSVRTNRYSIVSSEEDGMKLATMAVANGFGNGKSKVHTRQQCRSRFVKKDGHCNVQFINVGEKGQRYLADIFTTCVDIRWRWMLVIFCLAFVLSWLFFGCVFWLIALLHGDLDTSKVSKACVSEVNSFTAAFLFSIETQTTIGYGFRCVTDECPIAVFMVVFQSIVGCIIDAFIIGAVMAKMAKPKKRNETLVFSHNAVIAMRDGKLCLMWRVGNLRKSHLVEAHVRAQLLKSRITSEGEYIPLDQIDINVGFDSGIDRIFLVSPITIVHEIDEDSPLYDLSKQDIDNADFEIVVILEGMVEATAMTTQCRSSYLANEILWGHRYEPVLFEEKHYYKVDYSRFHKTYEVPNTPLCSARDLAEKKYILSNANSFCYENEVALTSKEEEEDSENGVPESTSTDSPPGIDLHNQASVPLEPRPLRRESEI
* = called active by the depositor; i = inactive; nt = no result given; & = joins results of further samples.

SMILES	CHT inh	KCNQ2 block	Kir21 block
CCN(CC)S(=O)(=O)c1cccc(NC(=O)c2ccc(Sc3nncn3C)c([N+](=O)[O-])c2)c1	i	i	0.55
COc1ccc(Nc2nc(N/N=C/c3ccc(N(C)C)cc3)nc(C)c2[N+](=O)[O-])cc1	i	i	0.56
N=c1c2c3c(sc2ncn1CCCO)CCCC3	i	i	-0.47
COC(=O)C[N+](C)(C)CC#Cc1ccccc1	i	i	1.49
CC(CCN1CCN(c2ccccc2)CC1)c1ccccc1 (configuration not stated)	i	i	0.03
CNc1ccccc1C(C)(C)c1cc(-c2ccc(F)cc2)no1	i	i	0.91
CCc1noc(C)c1C(=O)N1CC(C)OC(C)C1 (configuration not stated)	i	i	0.72
Cc1ccc(C)c(CN2CCC(n3nccc3NC(=O)CCCc3ccccc3)CC2)c1	i	i	0.19
CCc1c(C2(O)CCCCC2)[nH]c2ccc(C(F)(F)F)cc12	i	i	2.16
C/C(CC1CC(C)OC1=O)=N\NC(N)=S (configuration not stated)	i	i	-1.2
O=C(N/N=C/C=N/NC(=O)c1ccco1)c1ccco1	i	i	-1.14
CC(C)OCCCN1CN(S(=O)(=O)c2ccc(Cl)cc2)c2nc3ccccc3nc21	i	i	0.82
CN(CC(=O)Nc1ccc(SC(F)F)cc1)C1CCCCC1	i	i	0.07
O=C(Nc1ccccc1C(F)(F)F)N1CCC(N2CCCCC2)CC1	i	i	1.66
O=C(O)C1(c2ccccc2)CCN(S(=O)(=O)c2cccs2)CC1	i	i	1.85
CCN=C1SC(C(=O)Nc2ccccc2)CC(=O)N1CC (configuration not stated)	i	i	0.29
CN(C)CCNC(=O)/C(=N\O)c1ccccn1	i	i	-0.98
COc1ccc(Cc2c(O)nc(SCC(=O)N3CCCCCC3)[nH]c2=O)cc1	i	i	-0.51
Cc1cccc(N(CC(=O)NC2CCCC2)C(=O)CCCC(=O)Nc2ccccn2)c1	i	i	-1.93
O=C(O)CCC(=O)N1CCc2cc(S(=O)(=O)N3CC=C(c4ccccc4)CC3)ccc21	i	i	0.5
COC(=O)c1cc(NC(=O)CC2CCCC2)cc(C(=O)OC)c1	i	i	0
NC(=O)C1CCN(C(=O)CCC(=O)c2ccc(Br)cc2)CC1	i	i	-3.08
CC(C)CCNC(=O)NC(=O)COC(=O)c1cc(S(=O)(=O)N2CCOCC2)ccc1N1CCCCC1	i	i	-0.81
CCOC(=O)N1CCN(c2ccc(C(F)(F)F)cn2)CC1	i	i	-0.07
Clc1ccccc1N=C1SCCS1	i	i	-0.54
O=C(CN1CCC(n2nnc3cc(F)ccc32)CC1)N1CCCc2ccccc21	i	i	0.27
CC1(c2ccc3ccccc3c2)NC(=O)N(CC(=O)O)C1=O (configuration not stated)	i	i	0.02
COc1ccc(C(=O)CSc2nnc(CNc3ccc(C)cc3C)n2Cc2ccco2)cc1	i	i	0.48
N#Cc1ccc(CSc2nc(N)cc(=O)[nH]2)cc1	i	i	1.23
CCOC(=O)/C(=N\NC(=O)c1ccccc1)c1ccccc1	i	i	-1.05
O=C1c2ccccc2NC(c2ccc([N+](=O)[O-])cc2)N1O (configuration not stated)	i	i	-0.06
Cc1cc(C(=O)NC(CC(C)C)C(=O)O)cc(C)c1[N+](=O)[O-] (configuration not stated)	i	i	-0.22
COC(=O)c1ccc(OCC(O)Cn2nnc3ccccc32)cc1 (configuration not stated)	i	i	0.87
CC(=O)c1cccc(NC(=O)Cn2cc3c(n2)CCCC3)c1	i	i	1.97
Nc1nc(-c2c(Cl)cccc2Cl)no1	i	i	3.21
C=CCN(c1ccccc1)S(=O)(=O)c1cccc(C(=O)NCC(c2ccc(F)cc2)N2CCOCC2)c1 (configuration not stated)	i	-6.03*	0.36
COC(=O)CN1C(c2ccccc2O)Nc2ccc(Br)cc2C1c1ccccc1 (configuration not stated)	i	i	0.14
CCNC(=S)NNC(=O)c1csc2c1CCC(C)C2 (configuration not stated)	i	i	-0.78
O=C(Nc1ccc(-n2nncc2-c2ccco2)cc1)c1cccc(F)c1	i	i	-0.02
O=C(O)Cn1nnc(-c2ccc(OCc3ccccc3Cl)cc2)n1	i	i	0.26
Cc1csc(SCC(=O)N2CCN(S(=O)(=O)c3ccc(Cl)cc3)CC2)n1	i	i	-0.1
COc1ccc(Cl)cc1NC(=O)CN(c1ccccc1)S(=O)(=O)N(C)C	i	i	0.27
CCN(C(=O)COC(=O)CNC(=O)c1ccc2ccccc2c1)C1CCS(=O)(=O)C1 (configuration not stated)	i	i	0.35
CC1CCc2c(C(=O)Oc3cccc(-n4cnnn4)c3)csc2C1 (configuration not stated)	i	i	1.34
C=CCn1c(N)c(C(=O)Nc2ccc(C)c(C)c2)c2nc3ccccc3nc21	i	i	-5.07
Cc1cc([N+](=O)[O-])cc2c1NC(=O)C2(O)N1CCCCCC1 (configuration not stated)	i	i	-1.03
O=C(COC(=O)c1ccccc1Br)Nc1ccc2[nH]c(=O)[nH]c2c1	i	i	0.64
CCCCN(CC)S(=O)(=O)c1ccc(C(=O)N(CCCN(C)C)c2nc3cc(C)cc(C)c3s2)cc1	i	i	0.26
CCOC(=O)C1CCN(C(=O)CNS(=O)(=O)c2ccc(Br)s2)CC1	i	i	-0.15
Cc1nnc(NC(=O)CSc2nnc(Cc3cccn3C)n2CCc2ccccc2)s1	i	i	0.36
Cn1c(=O)[nH]c(=O)c2c1nc(Br)n2C/C=N/NC(N)=S	i	i	1.23
CCc1nc(CNC(=O)C2CCC(=O)N(Cc3ccccc3F)C2)no1 (configuration not stated)	nt	i	-0.63
O=C(N/N=C/c1ccc(O)cc1)c1csc2c1CCCC2	i	i	1.13
CCCOc1ccccc1NC(=O)c1ccc([N+](=O)[O-])cc1	i	i	-0.37
O=C(CCc1nc2ccccc2[nH]1)Nc1ccc2c(c1)OCO2	i	i	-0.42
O=C(NC(Cc1c[nH]c2ccccc12)C(=O)OCC(=O)c1cccc2ccccc12)c1cccs1 (configuration not stated)	i	i	-0.05
CC(=O)N(c1ccccc1C)S(=O)(=O)c1ccc(Cl)cc1	i	i	1.57
CCN(CC)CCCN1C(=O)C(=O)/C(=C(/O)c2ccc3c(c2)OCCO3)C1c1ccco1 (configuration not stated)	i	i	0.25
CC1CC(C(F)(F)F)n2nc(C(=O)O)cc2N1 (configuration not stated)	i	i	-0.49
Cc1cc(C)n(-c2nc(Nc3ccccc3C(F)(F)F)nc(-n3nc(C)cc3C)n2)n1	i	i	-0.01

Further results follow:
SMILES	CHT inh	KCNQ2 block	Kir21 block
CCOC(=O)C1=C(N)Oc2c(c(=O)[nH]c3ccccc23)C1c1ccccc1 (configuration not stated)	i	i	0.96
COc1ccc(S(=O)(=O)N2CCN(Cc3ccccc3)CC2)cc1OC	i	i	-0.16
CCC(C)[C@H](NC(=O)NCC1CCCO1)C(=O)OC (some centres not stated)	i	i	-2.07
CN(C)Cc1ccccc1Sc1ccc2c(c1)CCCC2	i	i	-1.25
O=C(O)C1CC(c2ccccc2)=NO1 (configuration not stated)	i	i	0.63
Cc1ccc(NC(=O)c2ccc(CNc3c(N4CCC(C)CC4)c(=O)c3=O)cc2)cc1	i	i	0.02
CN1CC(=O)N(CC(=O)Nc2ccc(F)cc2)c2ccccc2C1=O	i	i	-0.07
COc1ccc(CNC(=O)C2Cc3cc(S(=O)(=O)N4CCCC4)ccc3N2C(C)=O)c(OC)c1 (configuration not stated)	i	i	-0.15
Cc1cc(C)n(-c2nnc(C)n2NC(=O)c2cccc(Cl)c2)n1	i	i	0.18
CN1CCN(C(=O)/C(=C/c2cn(S(=O)(=O)N(C)C)c3ccccc23)NC(=O)c2ccccc2)CC1	i	i	0.97
CCOc1ncccc1C(=O)Nc1nnc(C(CC)CC)s1	i	i	1.2
Cc1nc(N2CCCCC2)c2c(C)c(C(=O)Nc3ccc4c(c3)OCCO4)sc2n1	i	i	1.75
COc1ccc(Cl)cc1NC(=S)N(Cc1ccccc1C)CC1CCC(C(=O)O)CC1 (configuration not stated)	i	i	1.69
CC(C)S(=O)(=O)c1csc(C(=O)Nc2ccc(F)cc2)c1N	i	i	-1.67
O=C(CC12CC3CC(CC(C3)C1)C2)NC(=S)NCc1ccccc1	i	i	-2.12
O=C(Nc1cccc(C(=O)O)c1)/C(=C/c1cccc([N+](=O)[O-])c1)NC(=O)c1cccc(Br)c1	i	i	0
O=S(=O)(NC1CCCCC1)c1ccc(Cl)nc1	i	i	-0.43
O=C(c1ccc(-n2cncn2)c([N+](=O)[O-])c1)N1CCN(S(=O)(=O)c2ccccc2Br)CC1	i	i	0.84
CCC1(c2ccc(F)cc2)NC(=O)N(CC(=O)N2c3ccccc3NC(=O)C2(C)C)C1=O (configuration not stated)	i	i	0.57
C=CCN1C(=O)/C(=C2/Sc3ccc(OC)cc3N2C)SC1=NCc1ccccc1	i	i	1.08
CC1CCN(C(=O)CSc2nnc(CSc3ncccn3)n2C)CC1	i	i	0.81
Cc1ccc2c(c1)c(C)c(C)n2CC(O)CN1CCOCC1 (configuration not stated)	i	i	1.28
COc1ccc(N2CCSC2C(=O)NN)cc1 (configuration not stated)	i	i	2.51
CC(C)CN(C(=O)CCC(=O)OCC(=O)N(C)c1ccccc1)c1c(N)n(CC(C)C)c(=O)[nH]c1=O	i	i	-0.9

Of the compounds above, these have two or more sulfur atoms:
SMILES	CHT inh	KCNQ2 block	Kir21 block
CCN(CC)S(=O)(=O)c1cccc(NC(=O)c2ccc(Sc3nncn3C)c([N+](=O)[O-])c2)c1	i	i	0.55
O=C(O)C1(c2ccccc2)CCN(S(=O)(=O)c2cccs2)CC1	i	i	1.85
Clc1ccccc1N=C1SCCS1	i	i	-0.54
CCNC(=S)NNC(=O)c1csc2c1CCC(C)C2 (configuration not stated)	i	i	-0.78
Cc1csc(SCC(=O)N2CCN(S(=O)(=O)c3ccc(Cl)cc3)CC2)n1	i	i	-0.1
CCCCN(CC)S(=O)(=O)c1ccc(C(=O)N(CCCN(C)C)c2nc3cc(C)cc(C)c3s2)cc1	i	i	0.26
CCOC(=O)C1CCN(C(=O)CNS(=O)(=O)c2ccc(Br)s2)CC1	i	i	-0.15
Cc1nnc(NC(=O)CSc2nnc(Cc3cccn3C)n2CCc2ccccc2)s1	i	i	0.36
CC(C)S(=O)(=O)c1csc(C(=O)Nc2ccc(F)cc2)c1N	i	i	-1.67
C=CCN1C(=O)/C(=C2/Sc3ccc(OC)cc3N2C)SC1=NCc1ccccc1	i	i	1.08
CC1CCN(C(=O)CSc2nnc(CSc3ncccn3)n2C)CC1	i	i	0.81

(listing goes on)
SMILES	CHT inh	KCNQ2 block	Kir21 block
Cc1ccc(C(=O)N/C(=C/c2ccco2)C(=O)Nc2cccc(C)c2)cc1	-5.72*	i	-1.46
Cc1ccc(N2C(=O)CC(Sc3ncn[nH]3)C2=O)cc1 (configuration not stated)	i	i	-0.48
CCCc1ccc(OCc2ccc(C(=O)N3CCN(c4ccccn4)CC3)o2)c(OC)c1	i	-5.91*	-0.58
Cc1cc(SCC(=O)O)nc2ccccc12	i	i	-1.62&1.63
O=C(Cn1cc2c(n1)CCCC2)NCCCN1CCN(c2ccccc2F)CC1	i	i	0.31
COc1cccc(-c2cn(-c3cccc(C(F)(F)F)c3)c(=S)[nH]2)c1	i	i	-0.34
CC1C(=O)N(Cc2ccccc2)c2ccccc2N1C(=O)c1ccccc1 (configuration not stated)	i	i	-2.21
CC(=O)C1C(c2ccc(F)c(F)c2)NC(=O)NC1(O)C(F)(F)F (configuration not stated)	i	i	-0.03
COc1cccc(CNC(=O)C2CCN(c3ncnc4c3nc3n4CCCCC3)CC2)c1	i	i	0.96
CN1C(=O)/C(=C/c2ccc(OCc3cccc(F)c3)cc2)NC1=S	i	i	0.01
Cc1nn(CCCC(=O)NCc2ccc(F)cc2)c(=O)c2nccn12	i	i	-0.73
CCS(=O)(=O)N1CCN(S(=O)(=O)c2ccccc2)CC1	i	i	-1.01
O=c1[nH]c(C2CCCN(S(=O)(=O)c3ccccc3)C2)nc2c1nnn2Cc1cccc(Cl)c1 (configuration not stated)	i	i	-1.28
O=C(CCSc1ccccc1)NC1CCCC1	i	i	0.66
Cn1cnc(S(=O)(=O)N2CCN(c3ccccc3)CC2)c1	i	i	0.84
COc1ccc(NS(=O)(=O)c2cccc(Cl)c2)cc1S(=O)(=O)N1CCCCC1	i	i	2.87
COc1ccc(C(=O)Nc2cc(Cl)ccc2C(=O)O)cc1	i	i	0.66
COc1ccc(/C=C2/C(=O)ON=C2C)cc1Cl	i	i	0.34
CCc1cc(=O)oc2cc(C)cc(OC(C)C(=O)NCC(O)c3ccccc3)c12 (configuration not stated)	i	i	0.51
O=C(NCCN1C(=O)S/C(=C\c2ccc(OC(F)F)cc2)C1=O)[C@@H]1CCCN1C(=O)c1cccs1	i	i	1.07
C=CCn1c(CNC(=O)c2ccccc2C)nnc1SCC(=O)NC1CCCC1	i	i	-0.72
Cc1c(O)c2ccccc2n(-c2ccccc2)c1=O	i	i	1.12
COc1cccc(C(=O)Nc2nnc(-c3ccccc3)s2)c1	i	i	0.91
Cn1c(CCNC(=O)c2ccccc2Cl)n[nH]c1=S	i	i	1.23
CC(=O)Nc1nc2ccccc2n1CCN1CCOCC1	i	i	0.29
Cc1cccc(C2c3[nH]c4ccccc4c3CCN2C(=O)c2ccc(=O)[nH]c2)n1 (configuration not stated)	i	i	1
CCOC(=O)N1CCN(C(=S)Nc2ccc3nc(N4CCN(CC)CC4)cc(C)c3c2)CC1	-8.34*	i	1.04
CCOc1ccc(-c2nnn(CC(=O)NCCc3c[nH]c4ccccc34)n2)cc1	i	i	-1.35
O=C(NN=C1CCCCC1)NC1CCCCC1	i	i	-2.21
O=C(OCc1ccccc1Cl)c1ccccc1C(=O)c1ccccc1	i	-8.27*	-1.57
